From PubChem
TSHR antagonist: blocks TSH signaling through the human TSH receptor. TSHR-expressing cells, TSH-stimulated cAMP HTRF, 2 h; stronger effect = lower value. hit rate 0.2% among 330,000. AID 504810. activity change, negative = inhibition, % at 11.5 µM;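 active = activity change below a set negative limit, meaning inhibition stronger than a set level, cut at about -70% in these data; inconclusive = activity change between two set negative limits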; note: % is set by controls: 0 for no effect and ±100 for the full control effect
Target sequence (P16473 whole entry, looked up): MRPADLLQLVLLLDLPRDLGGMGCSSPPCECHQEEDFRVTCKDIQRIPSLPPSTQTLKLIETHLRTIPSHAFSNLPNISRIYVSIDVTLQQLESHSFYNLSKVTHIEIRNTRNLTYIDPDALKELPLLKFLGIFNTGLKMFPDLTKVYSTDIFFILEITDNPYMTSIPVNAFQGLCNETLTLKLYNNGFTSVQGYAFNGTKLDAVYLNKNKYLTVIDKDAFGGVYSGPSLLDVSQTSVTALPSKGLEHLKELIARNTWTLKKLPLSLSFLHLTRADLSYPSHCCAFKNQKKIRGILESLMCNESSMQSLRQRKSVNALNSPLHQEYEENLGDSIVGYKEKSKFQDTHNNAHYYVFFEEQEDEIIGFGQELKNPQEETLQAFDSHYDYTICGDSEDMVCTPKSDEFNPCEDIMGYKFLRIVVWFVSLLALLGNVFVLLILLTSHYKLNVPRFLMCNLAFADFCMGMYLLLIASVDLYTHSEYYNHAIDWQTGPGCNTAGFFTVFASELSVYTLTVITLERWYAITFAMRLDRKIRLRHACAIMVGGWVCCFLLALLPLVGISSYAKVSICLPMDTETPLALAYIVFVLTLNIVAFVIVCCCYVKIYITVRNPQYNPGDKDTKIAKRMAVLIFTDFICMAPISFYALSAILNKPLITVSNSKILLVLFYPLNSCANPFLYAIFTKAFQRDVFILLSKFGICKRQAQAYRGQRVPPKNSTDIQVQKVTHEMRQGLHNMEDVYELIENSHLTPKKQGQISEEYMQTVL
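Cell-based HTRF cAMP assay; TSHR cells + compound, TSH EC80 (4nM final), 2 h, 37 deg C. Lysis with anti-cAMP cryptate and cAMP-d2, 30 min RT, read 665/620 nm.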
USP2a inh: inhibitors of human ubiquitin-specific protease USP2a | USP2 core, Ub-CHOP2 coupled fluorogenic reporter, 485/531 | Potency, µM (highest dose often 38.3 µM), inactives show top-dose activity change, negative = inhibition, hits mostly inhibitors | hit rate 0.01% among 330,000;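 note: potency is the fitted concentration of half-maximal effect; plate controls were DMSO wells for no effect and full inhibition by NEM control for full effect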
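Cell-free coupled assay: 10nM USP2 core preincubated 30min RT with compound in Tris-HCl pH 8.0/CaCl2/CHAPS buffer, then 25nM Ub-CHOP2 and 25nM reporter substrate; fluorescence (Ex 485/Em 531) read after 60min RT, normalized to NEM inhibition, concentration-response curves fitted.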
PKM2 act: increases activity of human pyruvate kinase M2. P14618. purified PKM2, Kinase-Glo ATP luminescence, activation; response scale: 0% is enzyme alone, no compound. Potency, µM (series often up to 57.5 µM), for inactives: at the highest dose activation, actives largely listed as activators. hit rate 0.34% among 260,000. AID 1631; note: potency is the fitted concentration of half-maximal effect; % is set by controls: 0 for no effect and ±100 for the full control effect; nearly all actives have a fitted effect of over 55% in size
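Purified hPK-M2 (>95%) run at intermediate activity with 0.1 mM ADP and 0.5 mM PEP in 50 mM imidazole pH 7.2, KCl, MgCl2; 1 h room temperature. ATP formed read by Kinase-Glo luminescence; normalized to uninhibited and no-enzyme controls.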
Eya2 phos inh: blocks the phosphatase activity of human Eya2; hit rate 0.006% among 330,000; recombinant Eya2, OMFP fluorescence dephosphorylation (OMFP is methylfluorescein phosphate); O00167; AID 488837; Potency, µM (titrated, usually from 76.9 µM), for the others: top-dose activity, negative = inhibition, most hits filed as inhibitors; note: potency is the fitted concentration of half-maximal effect; % is set by controls: 0 for no effect and ±100 for the full control effect
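Eya2 (0.2 uM) preincubated 10 min at ambient with compound, then OMFP substrate added at 50 uM; 10 min reaction in 50 mM HEPES pH 7.5, 50 mM NaCl, 5 uM MgCl2, 0.05% BSA, 1 mM DTT. Fluorescence read at Ex 485/Em 525 nm.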
S-ASM inh: inhibitors of human secretory acid sphingomyelinase | P17405 | hit rate 0.006% among 340,000 | placental ASM, HMU-PC fluorogenic substrate, 60 min | Potency, µM (highest dose often 57.5 µM), inactives show at the top dose activity change, negative = inhibition, hits mostly inhibitors | AID 504937; note: potency is the fitted concentration of half-maximal effect
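HMU-PC0 cleavage (9 uM final) by human placental ASM, 60 min at 37 °C following 10 min compound exposure at RT; stopped at pH 10, fluorescence Ex 386/Em 447 nm.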
Mito fusion yeast: inhibitors of mitochondrial division or activators of mitochondrial fusion; S. cerevisiae fusion-defective mutant growth rescue, CellTiterGlo 48 h; Potency, µM (titrated, usually from 46.1 µM), inactives show at the top dose growth rescue (activation), hits mostly activators; hit rate 0.23% among 320,000; AID 485298;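 note: potency is the fitted concentration of half-maximal effect; % of control where 0% means no effect; nearly all actives have a fitted effect of over 45% in size; temperature-sensitive fusion mutants such as fzo1-1 at 37 °C on non-fermentable ethanol glycerol medium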
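Growth-rescue viability read-out: after 48 h at the non-permissive 37C in glycerol/ethanol YPEG, yeast mitochondrial fusion mutants are measured by CellTiterGlo luminescence; compounds (23 nl pinned per well) restoring growth score as division inhibitors or fusion activators.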
GALK inhibitor: galactokinase (human) inhibition. P51570. Purified GALK, Kinase-Glo residual ATP luminescence. Potency, µM (doses to about 57.5 µM), for inactives: at the top dose activity change, negative = inhibition, actives largely listed as inhibitors. hit rate 0.007% among 270,000. AID 1868; note: potency is the fitted concentration of half-maximal effect; % is set by controls: 0 for no effect and ±100 for the full control effect
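Galactose (100 uM) and ATP (35 uM) were turned over by 5 nM GALK for 1 h at RT. Kinase-Glo Plus then converted the remaining ATP into a luminescent signal.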
KCNH2 WT inh: KCNH2 (human, wildtype) channel inhibition; U2OS, BacMam KCNH2, thallium flux FluxOr; stronger effect = lower value; Q12809; AID 720551; activity change, % at 1.84 µM; hit rate 0.37% among 340,000;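 active = maximum activity change below -70%; inconclusive = maximum activity change between -70% and -50%; inactive = maximum activity change above -50%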; note: % is set by controls: 0 for no effect and ±100 for the full control effect
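U2OS cells transduced with wild-type KCNH2 virus are loaded with FluxOr dye for 45 min, and thallium flux is measured in kinetic reads before and after stimulation buffer. Rate constants are normalized to DMSO controls.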
BCR signal inh: chronic active BCR signaling inhibition; ABC-DLBCL IkBa-CBG/CBR reporter, luminescence ratio, 4 h; Potency, µM (titrated, usually from 46.1 µM), inactives show at the highest dose ratio change, negative = lower green/red ratio, usual class: inhibitors; hit rate 0.05% among 340,000; active = well fitted inhibition curve with a large enough effect in the signal ratio, with a control signal flat, not every such curve was filed as active; inconclusive = small, poorly fitted or top-dose-only effect, or effect the other way, or a change in a side signal; the % refers to the signal ratio;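 note: potency is the fitted concentration of half-maximal effect; plate controls were basal doxycycline-induced cells for no effect and cells given 10 µM MG132 for full effect; MG132 reads +100%, hits lower the ratio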
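Compounds up to 46 uM were incubated four hours with TMD8 cells whose green CBG68 luciferase is fused to IkappaBalpha; red CBR luminescence normalised the signal, and concentration-effect curves were fitted to fusion, red and ratio data.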
Menin MLL FP TR: menin-MLL binding inhibition, Texas Red mutant peptide. hit rate 0.23% among 270,000. O00255. AID 1768. Potency, µM (doses to about 61.6 µM), for inactives: at the highest dose FP activity change, negative = inhibition, most hits filed as inhibitors. Menin + Texas Red MLL mutant peptide, fluorescence polarization; active = well fitted inhibition curve with a large enough effect in the polarisation, with a control signal flat, not every such curve was filed as active; inconclusive = small, poorly fitted or top-dose-only effect, or effect the other way, or a change in a side signal; inactive = no such curve, though single readings can be large or run the other way; the % refers to the polarisation; note: potency is the fitted concentration of half-maximal effect; % of control where 0% means no effect; many of its hits are not listed in these tables
MBNL1-CUG inh: MBNL1-poly(CUG) RNA binding inhibition | TR-FRET MBNL1-His/biotin-(CUG)12 binding, 665/545 ratio | Potency, µM (series often up to 57.5 µM), without a hit: top-dose activity change, negative = inhibition, actives largely listed as inhibitors | hit rate 0.036% among 280,000 | AID 2675 | Q9NR56; active = well fitted inhibition curve with a large enough effect in the signal ratio, with a control signal flat, not every such curve was filed as active; inconclusive = small, poorly fitted or top-dose-only effect, or effect the other way, or a change in a side signal; inactive = no such curve, though single readings can be large or run the other way; the % refers to the signal ratio; note: potency is the fitted concentration of half-maximal effect; % is set by controls: 0 for no effect and ±100 for the full control effect
Target sequence (Q9NR56 whole entry, looked up): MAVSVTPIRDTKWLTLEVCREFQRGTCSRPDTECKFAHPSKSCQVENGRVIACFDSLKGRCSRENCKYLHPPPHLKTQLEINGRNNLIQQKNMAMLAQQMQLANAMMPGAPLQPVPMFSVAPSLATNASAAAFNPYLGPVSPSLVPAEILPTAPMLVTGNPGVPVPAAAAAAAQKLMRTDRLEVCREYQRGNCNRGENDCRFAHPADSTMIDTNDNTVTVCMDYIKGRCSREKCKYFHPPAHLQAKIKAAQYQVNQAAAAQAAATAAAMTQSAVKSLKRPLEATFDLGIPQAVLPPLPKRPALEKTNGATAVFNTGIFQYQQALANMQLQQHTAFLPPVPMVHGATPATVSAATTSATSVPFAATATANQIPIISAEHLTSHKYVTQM
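TR-FRET between His-tagged MBNL1 and biotin-(CUG)12 RNA, detected with Tb anti-His antibody (0.055 ng/ul) and streptavidin-XL665 (5 nM), 60 min at room temperature. Compounds titrated 92 nM to 58 uM; 665/545 nm ratio normalized to buffer and complex controls.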
Numbers without * were called inactive; ? = inconclusive; / = no result given; [ ] = remark or other dose. Unless noted, calls come from the whole dose curve; as a rule, active = well fitted curve in the direction sought with a large enough effect; inconclusive = small, poorly fitted or top-dose-only effect, or another doubt; inactive = no such curve, though single readings can be large; an effect the other way counts as inactive or inconclusive. These rows are one share of the data; count on the stated rates, not on these rows.

SMILES | TSHR antagonist | USP2a inh | PKM2 act | Eya2 phos inh | S-ASM inh | Mito fusion yeast | GALK inhibitor | KCNH2 WT inh | BCR signal inh | Menin MLL FP TR | MBNL1-CUG inh
O=C(N/N=C/c1ccc([N+](=O)[O-])o1)c1cc2ccccc2o1 | 4 | -2% | 0% | 1% | -1% | -5% | / | -2 | -1% | / | ?
Cc1cccc(NC(=O)NC2CC3CCC(C2)N3Cc2ccco2)c1 (stereo unspecified) | 2 | 1% | 0% | 5% | 1% | 0% | -2% | 9 | 5% | 5% | -1%
O=C(COc1ccc(Cl)cc1)N1CCN(S(=O)(=O)c2ccccc2)CC1 | -5 | 3% | ? | 6% | -1% | 7% | 0% | 29 | ? | 0% | -3%
CC(=O)Nc1ccc(S(=O)(=O)NCCC(=O)OCc2ccccc2F)cc1 | -9 | -3% | / | 14% | 4% | -1% | / | -6 | -2% | / | /
NC(=O)NCCCC(=O)O | 2 | 0% | / | -9% | 1% | -7% | / | -6 | ? | / | /
COc1ccc(OC)c(S(=O)(=O)N2CCC(C(=O)N3CCOCC3)CC2)c1 | 7 | 0% | 6% | 2% | 2% | -2% | -1% | 11 | -3% | -9% | -11%
CC(CNC(=O)C(=O)NC(C)CCc1ccccc1)Cc1ccccc1 (stereo unspecified) | -2 | 1% | 2% | 1% | -1% | -1% | -5% | -12 | 3% | ? | 5%
CNc1cnn(-c2ccc(C)cc2)c(=O)c1Cl | 1 | -1% | 2% | -2% | 0% | -1% | 1% | 1 | -3% | 12% | 3%
Cc1ccc(CN2CCN(Cc3ccc4cc(F)ccc4n3)CC2CCO)o1 (stereo unspecified) | -5 | 1% | 18% | 2% | -4% | 5% | 5% | 1 | ? | -7% | 2%
Cc1cccc(NC(=O)COc2ccc3c(c2)CCC3)n1 | 2 | 2% | / | -14% | 2% | 1% | / | -4 | ? | / | /
COc1ccc(C(=O)C2CCCN(Cc3cccn3-c3ccccn3)C2)c(C)c1 (stereo unspecified) | 2 | -1% | -13% | 5% | 0% | 1% | 5% | -44 | ? | ? | -8%
Cc1cccc(N(CC(=O)NC(C)(C)C)C(=O)CCC(=O)Nc2ccccn2)c1 | 32 | 0% | -2% | -20% | -1% | 1% | -2% | -5 | -1% | 4% | 1%
CCOC(=O)c1cnn(-c2cc(C)cc(C)c2)c1N | -8 | 0% | -3% | 7% | 4% | 7% | -1% | -7 | -9% | -12% | -2%
CCCn1c(N)c(Sc2ccc([N+](=O)[O-])cc2)c(=O)n(CCC)c1=O | 4 | 2% | / | -11% | 4% | 16% | 0% | 14 | 10% | 0% | ?
O=C(c1ccccc1Cl)N1CCc2ccccc2C1 | 11 | 4% | -1% | -2% | 0% | 12% | -1% | -2 | 2% | 0% | -4%
CCOC(=O)c1oc2nc(C)c3c(c2c1N)CC(C)(C)OC3 | 4 | 2% | 4% | 11% | 194%[activator] | -12% | -1% | 19 | -3% | -21% | ?
COc1ccc(-c2c(C)oc3c(CN4CCCCC4C)c(O)ccc3c2=O)cc1OC (stereo unspecified) | 2 | 1% | 11% | -2% | 108%[activator] | -2% | 0% | 10 | 8% | -14% | -1%
O=C(NNC(=O)c1sccc1-n1cccc1)Nc1ccc(F)cc1 | 16 | 2% | -5% | 14% | 1% | 19% | 0% | -19 | 1% | 8% | -4%
CC1=C(C(=O)OC2CCCCC2)C(c2ccccc2Br)NC(=O)N1 (stereo unspecified) | -2 | 3% | -20% | 4% | -3% | -12% | 0% | -2 | 3% | -18% | -5%
O=C(COC(=O)/C=C/c1ccccc1Cl)NCC1CCCO1 (stereo unspecified) | -5 | 6% | / | 0% | -2% | / | / | -6 | 1% | / | /
CCc1nnc(NC(=O)CSc2nnc(C)n2-c2ccc(C)cc2)s1 | 8 | 0% | -2% | -6% | 5% | 5% | 0% | 16 | -2% | / | 1%
COc1ccc(N(CC(=O)Nc2cccc(C)c2C)S(=O)(=O)c2c(C)n[nH]c2C)cc1 | 35 | 1% | 27% | -11% | 8% | 2% | -1% | 14 | -3% | 12% | 4%
CC(C)(C)NC(=O)CN1CCC(O)(c2ccccc2)CC1 | -2 | 2% | -1% | 4% | 2% | -4% | 4% | -2 | -1% | -1% | -4%
CCC(CO)Oc1cc(NC(=O)c2cccc(F)c2)c2ncn(C(C)C)c2c1 (stereo unspecified) | -3 | 4% | / | 8% | -3% | / | / | 10 | 1% | / | /
CCN(CCCNC(=O)COc1cc(=O)n(CC)c2ccccc12)c1ccccc1 | -8 | 1% | 1% | -31% | -1% | 1% | -2% | 28 | -2% | 3% | -5%

Next results follow:
SMILES | TSHR antagonist | USP2a inh | PKM2 act | Eya2 phos inh | S-ASM inh | Mito fusion yeast | GALK inhibitor | KCNH2 WT inh | BCR signal inh | Menin MLL FP TR | MBNL1-CUG inh
O=C1NC(=S)S/C1=C\c1coc2ccc(O)cc2c1=O | -19 | -1% | 11% | 15% | -3% | 8% | -8% | -14 | 4% | / | /
O=S(=O)(Cc1ccc(Cl)cc1)C1CCCCC1O (stereo unspecified) | 10 | -3% | -11% | -1% | 3% | -3% | -1% | 3 | ? | / | 0%
CC(=O)Nc1ccc(S(=O)(=O)N(C)CC(=O)Nc2ccccc2N2CCCC2)cc1 | 3 | -3% | / | -12% | -4% | 5% | / | 0 | ? | / | /
O=C(COC(=O)CC1CC2CCC1C2)Nc1c(F)cccc1F (stereo unspecified) | -10 | -1% | -8% | -7% | 5% | 0% | -1% | -3 | ? | -8% | 2%
CC(=O)c1ccc(NC(=S)N2CCN(c3ccccn3)CC2)cc1 | -9 | 0% | / | 5% | 0% | -3% | 1% | 2 | 6% | 6% | 60%[activator]
O=C(NC1CCCc2ccccc21)C12CC3CC(CC(O)(C3)C1)C2 (stereo unspecified) | 9 | 0% | 2% | 17% | -1% | -16% | 0% | -2 | 6% | -13% | 11%
COc1ccc(/C=N/NC(=O)CCc2ccccc2)cc1O | -19 | -1% | 0% | 5% | -2% | -2% | 0% | 6 | -4% | 0% | 5%
O=C(COC(=O)COc1ccc(Cl)cc1Br)NC1CCCCCC1 | -11 | -4% | / | -8% | -7% | 3% | / | -5 | 7% | / | /
Cc1ccc(-c2ccc(=O)[nH]n2)cc1 | 10 | 1% | -3% | -3% | -1% | -9% | 1% | 1 | 7% | ? | 19%
Nc1ccc(O)c2c1C(=O)c1ccccc1C2=O | -2 | 4% | 0% | -13% | -17% | -8% | / | 1 | 11% | ? | ?
Cc1ccc(S(=O)(=O)N2CCC(C(=O)Nc3ccc(C(C)C)cc3)CC2)cc1 | -13 | -4% | / | -15% | -2% | ? | / | 3 | 5% | / | /
O=C(CSc1nc(-c2ccccc2)cc(=O)[nH]1)Nc1ccccc1 | -6 | 3% | / | -14% | 1% | -2% | 4% | 1 | 2% | 0% | 21%
CC1(C)CC(=O)C(C=NCC(N)=O)=C(O)C1 | 8 | 2% | -3% | 18% | -2% | 1% | 2% | -5 | 0% | 2% | -9%
COc1ccc(/C(N)=N/OC(=O)CCc2ccccc2)cc1 | -23 | -6% | -5% | 1% | 0% | 17% | 1% | -5 | ? | 9% | 1%
Cc1ccc(S(=O)(=O)Nc2n[nH]nc2C(=O)NC2CCCCC2)cc1 | -1 | 1% | -5% | -7% | 1% | 1% | 4% | 0 | 3% | -6% | -6%
CCOC(=O)c1c(S(=O)(=O)NCC(=O)Nc2ccccc2F)c(C)n(C)c1C | -39 | 1% | / | -4% | 4% | 32% | -2% | 6 | 1% | / | -5%
Cc1ccc(C)c(NC(=O)/C(C#N)=C/c2ccc(Sc3nncn3C)c([N+](=O)[O-])c2)c1 | -6 | -1% | 27% | 8% | / | 1% | -3% | / | -2% | ? | /
Cc1ccc2c(c1)N(C(C)C(=O)NCCc1ccccc1)C(=O)CO2 (stereo unspecified) | 1 | 1% | 0% | 2% | 2% | 0% | 0% | 18 | 0% | -9% | -15%
